From PubChem BioAssay
SENP1 inh = human SENP1 catalytic domain inhibitors, primary screen, biochemical, FRET, uHTS. Sentrin-specific protease 1 (Homo sapiens), Q9P0U3. recombinant SENP1 catalytic domain, CyPet-SUMO1-YPet FRET cleavage. inhibition, % at 10 µM. 360,000 compounds, 0.21% hits;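 active = inhibition at least 30% at 10 µM, raw YFP signal under a set limit, fluorescence ratio 0.5 to 1.5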;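 note: 0% = enzyme with DMSO and 100% = no enzyme wells; some results filed as inactive read as strong as hits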
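Assay system: hSENP1 catalytic domain, recombinant. Amount: SENP1 enzyme, 20 pM final. Schedule: 50 min reaction, RT, dark. Technique: FRET, CFP and YFP emission. Control set: no-enzyme wells low, DMSO-plus-enzyme wells high control.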
Apaf-1 inh = inhibitors of human Apaf-1 apoptosome, primary screen, biochemical, DEVD-Rh110 fluorescence, uHTS | AID 489030, 2010 | inhibition, % at 20 µM | reconstituted apoptosome caspase-3 activity | 330,000 compounds, 0.71% hits | Apoptotic protease-activating factor 1 (Homo sapiens), O14727; active = inhibition of at least 40% at 20 µM;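 note: plate controls were DMSO wells for no effect and DEVD-CHO caspase inhibitor wells for full effect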
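Material: cell-free apoptosome with Apaf-1, procaspase-3 and caspase-9; Buffer or medium: Hepes pH 7.5 with detergent and BSA; Reagent: cytochrome c trigger plus (Z-DEVD)2-Rh110 caspase-3 substrate; Times: compound with Apaf-1, dATP, procaspase-3 30 min, then 50 min reaction, room temperature; Technique: Rh110 fluorescence intensity.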
SENP6 inh = SENP6 protease inhibitors, primary screen, biochemical, luminescence, uHTS; Recombinant SENP6 catalytic domain, aminoluciferin luminescence; inhibition, % at 10 µM; 330,000 compounds, 1.8% hits; AID 2599, 2010;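 active = inhibition above about 50% at the single tested dose, limit read from the data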;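 note: plate controls were DMSO wells with enzyme for no effect and DMSO wells lacking enzyme for full effect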
Target sequence (Q9GZR1 628-1112 limits assumed): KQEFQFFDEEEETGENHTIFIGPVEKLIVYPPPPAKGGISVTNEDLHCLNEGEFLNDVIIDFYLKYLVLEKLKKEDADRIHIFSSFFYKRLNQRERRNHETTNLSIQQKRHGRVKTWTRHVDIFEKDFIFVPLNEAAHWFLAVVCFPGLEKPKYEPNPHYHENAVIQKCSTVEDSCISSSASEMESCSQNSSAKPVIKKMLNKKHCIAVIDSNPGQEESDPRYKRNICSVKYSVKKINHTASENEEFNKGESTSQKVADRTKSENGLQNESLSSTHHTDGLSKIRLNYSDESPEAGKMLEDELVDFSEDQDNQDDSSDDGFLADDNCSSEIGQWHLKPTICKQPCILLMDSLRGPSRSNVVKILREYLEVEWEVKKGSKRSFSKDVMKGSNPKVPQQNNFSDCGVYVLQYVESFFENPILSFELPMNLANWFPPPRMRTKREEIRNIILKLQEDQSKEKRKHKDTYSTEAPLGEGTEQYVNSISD
A3G deaminase = APOBEC3G DNA deaminase inhibitors, primary screen, biochemical, fluorescence, single-stranded DNA substrate, uHTS; DNA dC->dU-editing enzyme APOBEC-3G (Homo sapiens), Q9HC16; recombinant A3G, ssDNA deamination FAM/TAMRA fluorescence; inhibition, % at 20 µM; 330,000 compounds, 0.28% hits; AID 493012, 2011;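 active = inhibition of at least 40% at 20 µM, with no more than 30% in the related APOBEC3A deaminase screen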;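 note: plate controls were DMSO wells with A3G for no effect and wells lacking A3G enzyme for full effect; some compounds called inactive have numbers as strong as hits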
SENP8 block-1 = human SENP8 protease inhibitors, primary screen, biochemical, fluorescence, Nedd8 protein substrate, uHTS | Sentrin-specific protease 8 (Homo sapiens), Q96LD8 | recombinant SENP8 | inhibition, % at 20 µM | 360,000 compounds, 0.64% hits | AID 602440, 2012; in the data active = inhibition mostly above about 40%, no sharp cut-off; inactive = mostly below about 27%
Target sequence (Q96LD8 whole entry, looked up): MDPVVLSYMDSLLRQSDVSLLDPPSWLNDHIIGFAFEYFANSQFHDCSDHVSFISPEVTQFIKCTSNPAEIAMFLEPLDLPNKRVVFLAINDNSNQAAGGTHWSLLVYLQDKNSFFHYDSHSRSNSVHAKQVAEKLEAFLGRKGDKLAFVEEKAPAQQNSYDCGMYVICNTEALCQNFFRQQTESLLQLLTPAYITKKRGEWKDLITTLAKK
SENP7 inh = SENP7 protease inhibitors, primary screen, biochemical, luminescence, uHTS; 330,000 compounds, 1.5% hits; recombinant SENP7, Z-RLRGG-aminoluciferin luminescence, 40 min; inhibition, % at 5 µM;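 active = inhibition above about 50% at the single test dose, limit read from the data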;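 note: plate controls were DMSO with enzyme for no effect and no enzyme buffer wells for full effect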
Target sequence (Q9BQF6 706-1050 limits assumed): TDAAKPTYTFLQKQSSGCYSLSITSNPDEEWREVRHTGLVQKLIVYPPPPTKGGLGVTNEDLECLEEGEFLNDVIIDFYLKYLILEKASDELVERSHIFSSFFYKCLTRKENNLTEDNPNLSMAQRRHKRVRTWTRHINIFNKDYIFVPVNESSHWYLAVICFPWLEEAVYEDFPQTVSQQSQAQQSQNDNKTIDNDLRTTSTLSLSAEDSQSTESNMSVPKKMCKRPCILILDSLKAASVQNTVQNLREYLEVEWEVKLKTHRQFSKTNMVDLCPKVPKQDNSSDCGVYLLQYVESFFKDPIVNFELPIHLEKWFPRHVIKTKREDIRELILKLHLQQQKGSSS
SENP8 block-2 = SENP8 protease inhibitors, primary screen, biochemical, luminescence. Sentrin-specific protease 8 (Homo sapiens), Q96LD8. purified SENP8, Z-RLRGG-aminoluciferin cleavage. inhibition, % at 10 µM. 330,000 compounds, 1.2% hits. AID 2540, 2010; in the data active = inhibition above about 50%
UBC13 inh = UBC13 polyubiquitin chain formation inhibitors, primary screen, biochemical, TR-FRET, uHTS | Ubiquitin-conjugating enzyme E2 N (Homo sapiens), P61088 | inhibition, % at 20 µM | 330,000 compounds, 0.47% hits | AID 485273, 2010; in the data active = inhibition above about 45%, passing the limit was not always enough
Numbers without * were called inactive; . = no result given.

SMILES	SENP1 inh	Apaf-1 inh	SENP6 inh	A3G deaminase	SENP8 block-1	SENP7 inh	SENP8 block-2	UBC13 inh
CC(=O)c1c(N2CCN(C(=O)C3CCCO3)CC2)nc(=S)n(-c2ccccc2)c1C (configuration not stated)	-1	-9	-11	-9	11	5	3	-1
CCNc1nc(N2CCCC2)nc(N2CCCC2)n1	3	-8	-5	-6	8	-10	-7	-12
Cc1ccc(NC(=O)C(C)Oc2ccccc2)cc1S(=O)(=O)N1CCCCCC1 (configuration not stated)	0	23	-23	-3	-2	2	-1	5
COc1ccc(N2C(=O)CSC2c2ccccc2[N+](=O)[O-])cc1 (configuration not stated)	2	-8	-7	-5	8	-7	-4	17
CCCC(c1nnnn1Cc1ccc(OC)cc1)N1CCC(C(N)=O)CC1 (configuration not stated)	-2	-4	-28	-5	7	14	-7	-1
Cc1c(Cl)cccc1NC(=O)CNC(=O)CCCc1nc2ccccc2c(=O)[nH]1	0	5	-9	-3	0	-12	-11	-2
[2H]C(CCOS(N)(=O)=O)c1ccccc1 (configuration not stated)	1	5	-4	2	0	0	0	4
CCCN(CC1CC1)C(=O)COC(=O)c1oc2c(F)cccc2c1C	-2	5	-7	-8	-5	-2	10	10
CC(=O)c1c(C)n(-c2ccccc2)c2ccc(OCC(O)CN3CCOCC3)cc12 (configuration not stated)	2	-7	-1	0	-12	6	-2	-2
Cc1n[nH]c(C)c1CCC(=O)N/N=C/c1cccs1	2	4	-17	2	21	2	2	0
C#CCOCCOCCOCCNc1nc(N2CCN(C(=O)[C@H](CCCCN)n3cc([C@@H](N)C(C)CC)nn3)CC2)nc(N2CCN(C(=O)[C@H](Cc3cc4ccccc4[nH]3)n3cc([C@@H](N)C(C)CC)nn3)CC2)n1 (some centres not stated)	-17	53*	-13	-8	-9	-15	-10	111*
CCN(CC)CCOC(=O)C1(c2ccc(OC)c(OC)c2)CCCC1	3	-9	-11	-4	1	4	1	4
COc1ccc(S(=O)(=O)Nc2cc3c4c(c2)CC(=O)N4CCC3)cc1C	-2	7	-6	-5	3	-7	-2	4
Cc1[nH]c(=O)[nH]c(=O)c1S(=O)(=O)N1CCCC(C(=O)N2CCC(Cc3ccccc3)CC2)C1 (configuration not stated)	1	-9	-10	-7	-3	5	11	-2
CCOC(=O)C1=C(CN2CCc3ccccc32)NC(=O)NC1c1ccc(Cl)cc1 (configuration not stated)	-2	24	1	-4	3	-3	-7	-2
Cn1cc(S(=O)(=O)Nc2cccc(F)c2)c(=O)n(C)c1=O	0	0	-16	-9	11	-2	2	-6
CCc1ccc(N(CC(=O)NCc2cccnc2)S(=O)(=O)c2ccccc2)cc1	-1	11	-2	3	5	1	1	2
Cc1cc(=O)oc2cc(OCC(O)CN3CCc4ccccc4C3)ccc12 (configuration not stated)	-9	-4	14	-4	-498	4	5	3
Cc1ccc(Cl)c(OCC(=O)OCC(=O)c2ccc[nH]2)c1	4	-2	5	3	9	-2	-1	1
C[C@@H]1O[C@@H](O[C@H]2[C@H](O)[C@@H](O)[C@H](Oc3c(-c4ccc(O)cc4)oc4cc(O)cc(O)c4c3=O)O[C@@H]2CO)[C@H](O)[C@H](O)[C@H]1O	2	-8	-11	-2	22	11	5	-2
N#Cc1ccc(CN2CCN(C(=O)CNC(=O)Cc3ccccc3)CC2)cc1	2	10	-8	-1	-7	-13	-9	-6
Cc1ccc(NC(=O)CSCC(=O)Nc2cc(Cl)ccc2N2CCN(C)CC2)cc1	-1	21	-12	-5	-1	-3	-5	33
O=C(COC(=O)/C=C/c1ccc(Cl)c(Cl)c1)NC1CCCC1	1	3	-14	-2	9	6	-2	-17
CCOC(=O)Cc1csc(SCC(=O)NC2CCC(C)CC2)n1 (configuration not stated)	-1	16	-21	-7	19	-11	-1	3
CC(Sc1nnc2ccccn12)C(=O)Nc1ccc2c(c1)OCCO2 (configuration not stated)	1	-8	15	-4	-37	7	8	-2
CCS(=O)(=O)c1ccc(O)c(NC(=O)COc2ccc(C)cc2)c1	1	-6	8	-4	14	-2	-6	12
O=C1CC(C(=O)Nc2ccc(O)c(C(=O)O)c2)C(c2ccccc2)O1 (configuration not stated)	3	-10	-12	0	-290	12	-8	9
O=C(NNS(=O)(=O)c1ccccc1)Nc1ccc(F)cc1	3	0	-6	-3	-8	-2	0	1
Cc1cccc(C(=O)Oc2ccc(/C=N/NC(=O)Cc3ccc([N+](=O)[O-])cc3)cc2)c1	2	-1	5	-2	13	1	-7	86*
O=C(NCCCC(=O)N1CCOCC1)c1cccnc1	0	4	-4	-9	12	-2	10	7
CCC(C)c1ccccc1NC(=O)c1cc(C)no1 (configuration not stated)	1	-18	-22	-2	8	-8	-10	-12
COc1ccccc1N1CCN(S(=O)(=O)CCNC(=O)c2cc(=O)c3ccccc3o2)CC1	3	3	-4	-5	21	10	-3	3
Cc1ccc(NC(=O)C2C3C=CC(O3)C2C(=O)O)c(C)c1 (configuration not stated)	1	4	0	2	2	0	3	2
Cc1ccc(C(=O)NNC(=O)c2ccc3c(c2)OCCO3)cc1	0	6	16	-2	-58	7	6	8
Cc1cc([N+](=O)[O-])nn1CCCC(=O)NCc1ccccc1	0	2	4	-3	5	-11	-10	-8
CCN1C(=O)CC(N2CCC(C(=O)N3CCOCC3)CC2)C1=O (configuration not stated)	2	5	-18	2	24	2	-3	1
CCN(CC)C(=O)CN(c1ccc(C)cc1)S(=O)(=O)c1ccc(SC)cc1	1	18	10	-3	22	0	-2	-12
CC(=O)N(Cc1cc2ccccc2[nH]c1=O)c1ccc(C)cc1	2	18	-33	-6	-17	-12	-8	-6
COc1ccc2oc(C(=O)OCC(=O)N3CCCC(C)C3)c(C)c2c1 (configuration not stated)	-8	14	-9	-11	-360	-12	-15	8
COc1ccc(OC)c(Nc2ncnc3c2cnn3-c2cccc(C)c2)c1	-2	10	-4	0	-80	1	-6	3

Reformatted: 6 of the compounds above
Every second line gives: SENP1 inh, Apaf-1 inh, SENP6 inh, A3G deaminase, SENP8 block-1, SENP7 inh, SENP8 block-2, UBC13 inh
> Cc1ccc(NC(=O)C2C3C=CC(O3)C2C(=O)O)c(C)c1 (configuration not stated)
    1, 4, 0, 2, 2, 0, 3, 2
> Cc1ccc(C(=O)NNC(=O)c2ccc3c(c2)OCCO3)cc1
    0, 6, 16, -2, -58, 7, 6, 8
> Cc1cc([N+](=O)[O-])nn1CCCC(=O)NCc1ccccc1
    0, 2, 4, -3, 5, -11, -10, -8
> CCN1C(=O)CC(N2CCC(C(=O)N3CCOCC3)CC2)C1=O (configuration not stated)
    2, 5, -18, 2, 24, 2, -3, 1
> CCN(CC)C(=O)CN(c1ccc(C)cc1)S(=O)(=O)c1ccc(SC)cc1
    1, 18, 10, -3, 22, 0, -2, -12
> CC(=O)N(Cc1cc2ccccc2[nH]c1=O)c1ccc(C)cc1
    2, 18, -33, -6, -17, -12, -8, -6

The list goes on:
SMILES	SENP1 inh	Apaf-1 inh	SENP6 inh	A3G deaminase	SENP8 block-1	SENP7 inh	SENP8 block-2	UBC13 inh
CCC(C)NC(=O)C1CCC(=O)N(c2ccc3c(c2)OCO3)C1c1ccc(OC)cc1 (configuration not stated)	0	0	9	-5	29	1	7	-1
Cc1ccc(-c2nnn(CC(=O)N(CC(=O)NC3CCCCC3)c3cnc4ccccc4c3)n2)o1	-3	-9	1	-2	14	4	-1	10
CC(CN1CCCCC1)c1ccccc1 (configuration not stated)	2	-3	10	-7	15	-8	1	3
Nc1nc(NCCCN2CCOCC2)nc(Nc2ccccc2F)c1[N+](=O)[O-]	1	-8	-26	0	22	-4	1	-2
O=C(COc1coc(CN2CCN(c3ccc(F)cc3)CC2)cc1=O)Nc1ccccc1	3	7	-8	3	12	4	-4	-2
O=C(NCc1ccc2c(c1)OCO2)c1ccc(S(=O)(=O)C(F)F)cc1	4	-4	-28	-6	4	0	-6	9
Fc1ccc(Cl)cc1/C=N/n1cnnc1SCc1ccccc1	4	17	1	-4	14	-3	-8	-4
O=C(Cn1cnc([N+](=O)[O-])n1)N/N=C/c1cc(Cl)ccc1O	-5	0	18	-1	6	1	4	-9
OCCCN=c1cc(-c2ccccc2)oc2ccc(Cl)cc12	1	0	8	-4	-8	-5	-6	-2
CCc1c(C)[nH]n(-c2nc(-c3ccccc3)cs2)c1=O	-1	4	1	-6	12	-8	1	-9
O=C(C1=C(O)C(=O)N(CCOCCO)C1c1cccs1)c1cccs1 (configuration not stated)	0	5	5	-1	3	-2	2	-14
Cc1nc(/C(N)=N/OC(=O)c2ccccc2Cl)c(C(F)(F)F)o1	2	-2	83*	-3	-2	88*	80*	-2
O=C(COC(=O)c1ccc[nH]c1=O)NCCc1ccc(Cl)cc1Cl	0	-17	-7	-6	-3	2	-6	4
C=CCc1ccccc1OCCSc1nc2ccc([N+](=O)[O-])cc2s1	3	7	-2	-3	17	6	-9	6
CCOC(=O)c1cnc(-c2ccccc2)nc1Oc1cccc(Cl)c1	1	12	-16	14	25	3	6	-3
CCNc1ccc(C(=O)OCC)cc1NC(=O)c1cccc(N(C)C)c1	1	9	-5	-4	-44	-7	-17	-6
CC(=O)c1ccc(NC(=O)CSc2nc(=O)n(CCN3CCOCC3)c3c2CCC3)cc1	-1	1	-9	-7	0	14	-11	-4
CCCCCCCCCC(=O)N/N=C(\C)c1cccnc1	0	28	-6	0	12	9	2	0
COc1ccc2[nH]c(=O)c(CN(CCO)C(=O)NCc3ccccc3)cc2c1	1	-25	4	-7	-329	-2	-1	6
COc1ccc(CCN2C(=O)CC(NC34CC5CC(CC(C5)C3)C4)C2=O)cc1OC (configuration not stated)	0	5	-13	-1	17	4	0	-9
O=P(OC1CCCCC1)(OC1CCCCC1)C(O)c1c(Cl)cccc1Cl (configuration not stated)	4	18	5	0	14	3	5	6
CCCC(=O)Nc1cccc(NC(=O)c2cccc([N+](=O)[O-])c2C)c1	1	9	-18	-1	17	3	-10	5
Cc1cc(NC(=O)CSc2nnc(-c3cccs3)n2N)no1	0	9	-22	-1	-4	2	4	-8
Cc1cc2c(c(C)c1Br)C(c1ccc3c(c1)OCO3)CC(=O)O2 (configuration not stated)	1	19	.	8	7	10	.	.
COc1ccc(C(=O)NCc2cccnc2)cc1S(=O)(=O)N1CCOCC1	-1	-8	8	-10	16	-1	-1	2
COc1ccc(C(=O)n2c(-c3ccco3)nc3ccccc32)cc1	1	17	0	0	20	27	18	-10
Cc1ccc(Cl)cc1N1CCN(C(=O)CCS(=O)(=O)c2cccc3nonc23)CC1	1	24	-13	-4	34	1	-3	-11
O=C(COC(=O)c1ccc(Br)o1)Nc1ccc(N2CCOCC2)cc1	1	-6	-3	-7	4	-2	-9	6
CCN(CC)C(=O)c1cnn(-c2ccccc2)c1NC(=O)c1ccccc1F	2	-16	-10	-3	20	3	6	-1
COc1ccc(C2CC(c3cc(OC)ccc3OC)n3nnnc3N2)cc1 (configuration not stated)	0	14	0	-3	14	3	5	-4
CC(NC(=O)C1CCN(C(=O)Nc2ccccc2)CC1)c1ccc(Cl)cc1 (configuration not stated)	-1	-10	-11	-3	-2	4	0	12
COc1cccc(/C=C/C(=O)OCC(=O)c2ccc(S(=O)(=O)N3CCCCC3)cc2)c1OC	9	-10	-16	-13	-116	-5	-18	-6
